RNase H inhibition: RNase H inhibition, HIV 1 Gag Pol polyprotein, FRET biochemical assay, screening (AID 372); HIV-1 RT RNase H, FRET RNA/DNA substrate fluorescence; higher % means a stronger effect; 0.77% of 100,000 active; inhibition, % at 10 µM, or IC50 in µM where a hit was titrated; in the data active = inhibition above about 50%
An asterisk follows results filed as active. Only part of the results is shown; count on the stated rates, not on these rows.

SMILES | RNase H inhibition
COC(=O)c1c(-c2ccccc2)csc1NC(=O)C1CC=CCC1C(=O)O (configuration not stated) | 11%
COC(=O)C1=C(C)NC2=C(C(=O)c3ccccc32)C1c1ccc(-c2ccc(C(=O)O)cc2)o1 (configuration not stated) | 8%
CN(C)CCCNC(=O)c1ccc(Cl)cc1[N+](=O)[O-] | 8%
Cc1nc2c(Cl)cccc2c2c1CC(C(C)(Cl)Br)O2 (configuration not stated) | 8%
CCSCCOC(=O)C1=C(C)NC2=C(C(=O)CC(c3ccc(OC)cc3)C2)C1c1ccc(OC)c(Br)c1 (configuration not stated) | 1%
COc1cccc(OC)c1C(=O)Nc1cc(C(F)(F)F)ccc1Cl | 2%
Cc1c(Br)c(C(F)(F)F)nn1CC(=O)Nc1cccc(O)c1 | 2%
Cc1ccc(-c2ccc(OCC(=O)NC(C)c3ccccc3)cc2)cc1 (configuration not stated) | 11%
COc1ccc(S(=O)(=O)N(CC(=O)NCCc2ccccc2)Cc2ccccc2)cc1 | 8%
C(#Cc1ccccc1)CN1CCOCC1 | 9%
O=C(N/N=C/c1ccc(OC(=O)c2ccccc2Cl)cc1)c1ccccn1 | 6%
COc1ccc(-c2cc(-c3ccc(Cl)cc3)c(C#N)c(N)n2)cc1 | 7%
O=C(CN1C(=O)/C(=C\c2ccccc2)SC1=S)Nc1ccc(F)c(Cl)c1 | 10%
CCc1ccc(OCC(=O)Nc2cccc(S(N)(=O)=O)c2)cc1 | 2%
O=C(/C=C/c1ccccc1)Nc1ccc(Cl)cc1Cl | 3%
COc1cc(/C=N/NC(=O)CNC(=O)/C=C/c2ccco2)ccc1O | 13%
C=CCn1c2ccccc2n2cc(-c3cccs3)nc12 | 24%
O=C(Cc1ccccc1)Nc1ccc(OC(F)F)cc1 | 4%
Cc1ccc(Sc2ccc(/C=C3\SC(N)=NC3=O)o2)cc1 | 10%
CCOc1ccc(C2C(C(=O)OCCSCC)=C(C)NC3=C2C(=O)CC(c2ccc(Cl)cc2)C3)cc1OC (configuration not stated) | 15%
CC(=O)Nc1ccc(N2C(=O)c3cccc4c([N+](=O)[O-])ccc(c34)C2=O)cc1 | 10%
CCOP(=O)(c1ccccc1)C1(C#N)CC1 (configuration not stated) | 6%
O=P(c1ccccc1)(c1ccccc1)C(O)c1ccco1 (configuration not stated) | 2%
Cc1cc(NC(=O)C(C)C)ccc1NC(=O)c1cccs1 | 6%
Cc1ccc2c(Cl)c(C(=O)N3CCCCCC3)sc2c1 | 4%
CCCOc1ccc(C(=O)NC(=S)Nc2ccc(C(=O)OCC)cc2)cc1 | 19%
O=c1[nH]cnc(O)c1C(c1ccc(F)cc1)c1c(O)nc[nH]c1=O | 8%
CCOC(=O)C1=C(C)N=c2s/c(=C\c3ccc(N(CC)CC)cc3)c(=O)n2C1c1c(OC)ccc2ccccc12 (configuration not stated) | 7%
CCOC(=O)C1=C(C)N=c2s/c(=C/C=C/c3ccccc3)c(=O)n2C1c1ccccc1Cl (configuration not stated) | 20%
O=C1NC(=S)N(c2cccc(Cl)c2Cl)C(=O)/C1=C/c1ccc(N2CCOCC2)o1 | 12%
Cc1cccc(C(=O)CC(c2ccccc2)C2C(=O)c3ccccc3C2=O)c1 (configuration not stated) | 0%
COc1cccc(-c2csc(-c3cc4cccc(OC)c4oc3=O)n2)c1 | 0%
Cc1ccc2c(Cl)c(C(=O)N3CCN(C)CC3)sc2c1 | 5%
CCOC(=O)C1CCCN(S(=O)(=O)c2ccc(Cl)cc2)C1 (configuration not stated) | 2%
COc1ccc(C(=O)NC(=S)Nc2ccc(Cl)c(-c3nc4ccc(C)cc4o3)c2)cc1Cl | 41%
S=C(NCCc1c[nH]c2ccccc12)NC1CCCCC1 | 10%
O=C(COc1ccc2ccccc2c1)N1CCN(C(=O)c2cccs2)CC1 | 0%
COc1ccccc1NC(=S)NC(=O)c1ccc(Cl)cc1 | 12%
COC(=O)C1(c2ccc(OC)c(OC)c2)CCCC1 | 25%
CCOc1ccccc1/C=N/NC(=O)c1ccc(OC)cc1 | 15%
N=C1S/C(=C\c2ccc(-c3cccc(Cl)c3)o2)C(=O)N1c1nccs1 | 25%
C/C(=N\N)C1(O)CCC2C3CCC4=C/C(=N\N)CCC4(C)C3CCC21C (configuration not stated) | 3%
CCOC(=O)c1[nH]c(=O)[nH]c1CN1CCOCC1 | 4%
CC(NC(=O)c1cccc([N+](=O)[O-])c1)c1ccccc1 (configuration not stated) | 8%
CN(C)c1ccc(/C=C2/SC(N3CCOCC3)=NC2=O)cc1 | 27%
Cn1c(=O)c2[nH]c(-c3ccc(Cl)cc3)c(O)c2n(C)c1=O | 5%
Cc1ccc2n(CC(=O)c3ccc(-c4ccccc4)cc3)c(C)c[n+]2c1 | 10%
C=CCNC(=O)c1ccc(C(C)(C)C)cc1 | 6%
COc1cc(C(=O)Oc2ccc(/C=N\NC(=O)CNc3ccc(C)cc3)cc2)cc(OC)c1OC | 5%
N#Cc1c(NC(=O)Cn2cnc([N+](=O)[O-])n2)sc2c1CCCC2 | 8%
The list goes on.
SMILES | RNase H inhibition
Cc1cccc(N2C(=O)/C(=C/c3ccc(N(C)C)cc3)SC2=S)c1 | 22%
COc1ccc(S(=O)(=O)N2CCN(Cc3ccc(Cl)cc3)CC2)cc1 | 2%
CCC(C)(C)c1ccc(OCCCC(=O)Nc2cc(Cl)c(C)c(Cl)c2O)c(C(C)(C)CC)c1 | 27%
Cc1ccc(C=Nc2ccc(S(N)(=O)=O)cc2)o1 | 16%
Cc1ccc2nsnc2c1NC(=O)/C=C/c1cccc([N+](=O)[O-])c1 | 2%
Cc1cccc(C)c1NC(=O)C1CCCNC1 (configuration not stated) | 0%
CCOc1ccc(C(=O)Nc2ccc3c(c2)C(=O)c2ccccc2C3=O)cc1[N+](=O)[O-] | 7%
O=[N+]([O-])c1ccc(-c2cn3ccsc3n2)cc1 | 3%
COc1ccc(NC(=O)c2cccnc2)cc1OC | 0%
Cc1cccc(OC(=O)Nc2ccc(Cl)cc2)c1 | 0%

Copied from the results shown, 2 compounds:
SMILES | RNase H inhibition
Cc1cccc(N2C(=O)/C(=C/c3ccc(N(C)C)cc3)SC2=S)c1 | 22%
COc1ccc(S(=O)(=O)N2CCN(Cc3ccc(Cl)cc3)CC2)cc1 | 2%

Rewritten with each value named: entries from further up
> Cc1cccc(C)c1NC(=O)C1CCCNC1 (configuration not stated)
  RNase H inhibition = 0%

> CCOc1ccc(C(=O)Nc2ccc3c(c2)C(=O)c2ccccc2C3=O)cc1[N+](=O)[O-]
  RNase H inhibition = 7%

> O=[N+]([O-])c1ccc(-c2cn3ccsc3n2)cc1
  RNase H inhibition = 3%

> COc1ccc(NC(=O)c2cccnc2)cc1OC
  RNase H inhibition = 0%

Next section:
SMILES | RNase H inhibition
CCN(CC)CCSc1nc2sc3c(c2c(=O)n1-c1ccc(C)cc1)CCCC3 | 17%
Cc1ccc(C(=O)Nc2ccc(C)c(C)c2)c(Cl)c1 | 12%
CC(=O)Oc1cccc(C(=O)Nc2ccc(C)c(C)c2)c1 | 1%
COc1ccc(N(CC(=O)Nc2ccc(C)cc2)S(=O)(=O)c2ccccc2)cc1 | 18%
Cc1ccc(S(=O)(=O)/N=C(/NC(=S)Nc2cccc3ccccc23)c2ccccc2)cc1 | 49%
O=C(CN1C(=O)c2ccccc2C1=O)NC1CCCCCCCCCCC1 | 32%
COc1ccc(NC(=S)NC(=O)c2cc(OC)c(OC)c(OC)c2)c(OC)c1 | 5%
CC(=O)/C=C/c1ccc(-c2cc(Cl)ccc2Cl)o1 | 54%*
Cc1cc(C)cc(N(CC(=O)Nc2ccc3c(c2)OCO3)S(=O)(=O)c2ccccc2)c1 | 19%
CCOc1ccc(-n2c(O)c(C3=c4cc(Br)ccc4=NC3=O)sc2=S)cc1 | 9%
CCOC(=O)c1ccccc1NC(=O)c1ccccc1Cl | 0%
CC(C)Oc1ccc(Br)cc1/C=C(/C#N)c1nc2ccccc2[nH]1 | 11%
COc1ccccc1N1CCN(/N=C\c2cccc(OC)c2O)CC1 | 11%
COc1ccc(/C=C2\C(=O)NC(=O)N(c3ccc(Br)c(C)c3)C2=O)cc1C | 11%
COc1ccc(NC(=O)CN(c2ccc(Br)cc2)S(C)(=O)=O)cc1 | 1%
COc1ccc2ccccc2c1C=Nc1ccccc1C(N)=O | 13%
COc1ccc(OC)c(CN2CCN(Cc3ccccc3F)CC2)c1 | 0%
CC1CCc2c(sc(NC(=O)/C=C/c3cccc([N+](=O)[O-])c3)c2C(N)=O)C1 (configuration not stated) | 13%
COc1cc(CN2CCN(Cc3cccc(C)c3)CC2)c([N+](=O)[O-])cc1OC | 2%
O=c1nc(SCc2ccccc2Cl)sc2ccccc12 | 13%
O=[N+]([O-])c1cc(C=Nc2ccc(Br)cc2)ccc1Cl | 18%
Cc1cccc(C(=O)N/N=C/c2ccccc2C)c1 | 8%
CCOC(=O)c1ccc(NC(=O)c2cc(Cl)ccc2Cl)cc1 | 3%
Cc1n[nH]c(C)c1Sc1ccccc1N=Cc1cccc(Br)c1 | 17%
C/C(=N\Nc1nc(C)cc(C)n1)c1ccccc1 | 7%
CCOC(=O)C(C)Oc1ccc2c(=O)c(-c3ccccc3OC)coc2c1 (configuration not stated) | 5%
CN1C(=O)/C(=C\c2cccc([N+](=O)[O-])c2)OC1=S | 0%
COc1ccc(NC(=O)O/N=C\c2ccc(N(C)C)cc2)cc1 | 4%
COC(OC)c1cn(-c2ccccc2)nc1-c1ccccc1 | 20%
NCCCSc1nc2c(c(=O)n1Cc1ccccc1)C1(CCCCC1)Cc1ccccc1-2 | 36%
COc1cc(C2C(C(=O)OC3CCCC3)=C(C)NC3=C2C(=O)CCC3)ccc1OCc1ccccc1 (configuration not stated) | 13%
CC(C)Oc1ccc(C2CC(=O)N(c3ccccc3C(=O)O)C2=O)cc1 (configuration not stated) | 1%
CCN(CC)c1ccc(C=Nc2ccc(I)cc2)c(O)c1 | 5%
O=C1C=C(NNC(=O)c2cccnc2)CCC1 | 1%
O=[N+]([O-])c1cc(Cl)ccc1N1CCN(CCO)CC1 | 5%
CN1C(=O)C(=Cc2ccc(N(C)C)c(Br)c2)C(=O)N(C)C1=O | 14%
O=[N+]([O-])c1ccc(Cl)c(/C=N/Nc2nc3ccccc3s2)c1 | 36%
COc1ccc(S(=O)(=O)N(Cc2ccccc2)c2ccccc2C(=O)Nc2cccc(C(F)(F)F)c2)cc1 | 16%
Oc1ccc(/C=N/Nc2cc(N3CCCC3)nc(N3CCCC3)n2)cc1O | 48%
Cc1ccc2c(C)nc(Nc3nc(-c4ccccc4)cc(=O)[nH]3)nc2c1 | 9%
O=C1C2C3C=CC(CC3)C2C(=O)N1/N=C/c1cccs1 (configuration not stated) | 56%*
COc1ccc(OCCOCCOc2ccc(C(C)(C)C)cc2)cc1 | 12%
O=C1NC(=S)N(c2ccccc2F)C(=O)/C1=C/c1ccc(-c2ccc(Cl)cc2)o1 | 14%
O=C1N/C(=C\c2ccc(O)cc2)C(O)=C1C=NCc1ccccc1 | 14%
CCC1=[N+]([O-])C(c2ccccc2)N(O)C1(C)C (configuration not stated) | 0%
N#CCCn1c2ccc(Cl)cc2c2cc(Cl)ccc21 | 10%
CCOC(=O)c1c(NC(=O)c2ccc(OCC)cc2)sc(C)c1CC | 12%
Cc1ccc(N(CC(=O)Nc2cccc3cccnc23)S(=O)(=O)c2ccc(C)cc2)cc1 | 5%
Cc1ccccc1C(=O)NNC(=O)c1ccc(I)cc1 | 6%
Cc1cccc(-c2nc3cc(NC(=O)C(Cl)(Cl)Cl)ccc3o2)c1 | 15%
(further entries)
SMILES | RNase H inhibition
N#CCCn1cc(/C=N/O)c(-c2ccc(F)cc2)n1 | 0%
Cc1ccc(OCC(=O)N/N=C\c2ccc(-c3ccc([N+](=O)[O-])cc3)o2)cc1 | 36%
CCOc1cc(/C=C2\C(=O)N(CC(C)C)C(C)=C2C(=O)OC)ccc1O | 31%
Cc1ccc(N2NC(=O)/C(=C/c3ccc4c(c3)OCO4)C2=O)cc1Cl | 16%
COc1cccc(CN2CCN(Cc3ccccc3[N+](=O)[O-])CC2)c1OC | 6%
O=C(/C=C/c1ccccc1)NC(=S)Nc1cc(Cl)ccc1Cl | 30%
c1ccc(-c2n[nH]c(C3COc4ccccc4O3)c2-c2nc3ccccc3[nH]2)cc1 (configuration not stated) | 20%
COc1ccc2c(c1)-c1c(sn(-c3ccc(C)cc3)c1=S)C(C)(C)N2Cc1ccccc1 | 15%
Cc1cccc(-c2cc(NC(=O)c3ccccc3[N+](=O)[O-])n[nH]2)c1 | 5%
Fc1ccc(-c2nnc(-c3ccc(Cl)cc3)o2)cc1 | 7%

7 records picked at random from those above, as already listed:
SMILES | RNase H inhibition
CCOc1cc(/C=C2\C(=O)N(CC(C)C)C(C)=C2C(=O)OC)ccc1O | 31%
Cc1ccc(N2NC(=O)/C(=C/c3ccc4c(c3)OCO4)C2=O)cc1Cl | 16%
O=C(/C=C/c1ccccc1)NC(=S)Nc1cc(Cl)ccc1Cl | 30%
N#CCCn1cc(/C=N/O)c(-c2ccc(F)cc2)n1 | 0%
Fc1ccc(-c2nnc(-c3ccc(Cl)cc3)o2)cc1 | 7%
Cc1ccc(OCC(=O)N/N=C\c2ccc(-c3ccc([N+](=O)[O-])cc3)o2)cc1 | 36%
c1ccc(-c2n[nH]c(C3COc4ccccc4O3)c2-c2nc3ccccc3[nH]2)cc1 (configuration not stated) | 20%

Continued.
SMILES | RNase H inhibition
O=C1NC(=O)N(c2ccc(Br)cc2)C(=O)/C1=C/c1cccc(O)c1 | 0%
Cc1ccc(C(=O)Nc2sc3c(c2C#N)CCCCCC3)o1 | 8%
COc1cc(C2/C(=C(\O)c3ccccc3)C(=O)C(=O)N2c2cccnc2)ccc1O (configuration not stated) | 3%
O=C(Nc1nc(-c2ccc([N+](=O)[O-])cc2)cs1)C1CC1c1ccccc1 (configuration not stated) | 10%
